Screening data from PubChem BioAssay.
NOD2 RIPK2 PPI: blocks binding of human NOD2 to RIPK2; O43353; CHO BLA complementation NOD2-RIPK2, CCF4 ratio; inhibition, % at 4.98 µM; actives 0.38% (n = 360,000); AID 624267; in the data active = inhibition above about 21%;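 also: 0% = vehicle only and 100% = reference blocker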
LRH-1 inv ag: NR5A2 inverse agonism in reporter assay; O00482; HEK293T StAR-luciferase reporter, LRH-1 transfected, 24 h; inhibition, % at 3.6 µM; actives 0.13% (n = 360,000);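 active = inhibition above the mean inhibition of all tested compounds plus 3 SD, cut at about 73% in these data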;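 also: 0% = DMSO wells and 100% = reporter-only cells lacking LRH-1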
Target sequence (O00482 whole entry, looked up): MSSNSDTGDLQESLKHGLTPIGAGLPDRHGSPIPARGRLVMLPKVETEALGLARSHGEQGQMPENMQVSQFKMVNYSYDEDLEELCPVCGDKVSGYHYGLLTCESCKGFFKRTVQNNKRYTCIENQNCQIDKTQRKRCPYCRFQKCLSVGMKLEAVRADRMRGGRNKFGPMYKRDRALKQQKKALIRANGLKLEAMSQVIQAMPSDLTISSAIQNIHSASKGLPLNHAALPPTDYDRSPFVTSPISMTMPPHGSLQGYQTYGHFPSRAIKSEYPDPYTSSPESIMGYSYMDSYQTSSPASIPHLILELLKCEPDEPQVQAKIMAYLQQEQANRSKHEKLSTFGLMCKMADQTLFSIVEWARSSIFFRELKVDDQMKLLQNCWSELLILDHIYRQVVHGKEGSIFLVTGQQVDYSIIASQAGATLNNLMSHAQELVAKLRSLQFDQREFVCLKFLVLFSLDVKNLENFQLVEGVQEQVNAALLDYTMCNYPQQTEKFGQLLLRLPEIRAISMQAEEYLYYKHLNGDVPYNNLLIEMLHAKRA
LMP1 NFkB inh: Epstein-Barr LMP1 NF-kappaB reporter inhibition; inhibition, % at 12.5 µM; LMP1-induced NF-kappaB luciferase reporter cells, luminescence; AID 504558; actives 0.69% (n = 350,000); in the data active = inhibition above about 41%;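 also: 0% = neutral control wells and 100% = reference inhibitor control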
SRC3 inh: inhibitors of human steroid receptor coactivator 3 (SRC3) | AID 588352 | inhibition, % at 3.6 µM | Q9Y6Q9 | HEK293 GAL4-SRC3 luciferase reporter, luminescence | actives 0.17% (n = 360,000);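 active = inhibition above a per-campaign cutoff, the mean of all compounds plus 3 SD, cut at about 60% in these data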;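 also: 0% = DMSO-treated cells and 100% = gossypol-treated cells at 36 µM; higher means less SRC3-driven luciferase light from the GAL4 reporter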
COUP-TFII inh: NR2F2 (human) inhibition, primary screen; AID 686940; HEK293T NGFI-A luciferase reporter, luminescence; actives 0.7% (n = 370,000); inhibition, % at 8.6 µM;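 active = inhibition above a per-plate cutoff, mean inhibition of test wells between control levels plus 3 SD, cut at about 38% in these data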;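 also: cells cotransfected with COUP-TFII expression vector driving the NGFI-A reporter; 0% = median of COUP-TF2 test wells and 100% = reporter-only cells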
MC4R antag cAMP: human MC4R antagonism in cAMP assay. actives 0.48% (n = 360,000). AID 540295. MC4R-expressing cells, MTII-stimulated cAMP, LANCE TR-FRET. inhibition, % at 6.5 µM;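 active = inhibition above its plate's cutoff, the mean of tested wells on that plate plus 3 SD, cut at about 29% in these data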;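 also: 0% = Melanotan II alone and 100% = Melanotan II plus saturating MCL0020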
Target sequence (P32245 whole entry, looked up): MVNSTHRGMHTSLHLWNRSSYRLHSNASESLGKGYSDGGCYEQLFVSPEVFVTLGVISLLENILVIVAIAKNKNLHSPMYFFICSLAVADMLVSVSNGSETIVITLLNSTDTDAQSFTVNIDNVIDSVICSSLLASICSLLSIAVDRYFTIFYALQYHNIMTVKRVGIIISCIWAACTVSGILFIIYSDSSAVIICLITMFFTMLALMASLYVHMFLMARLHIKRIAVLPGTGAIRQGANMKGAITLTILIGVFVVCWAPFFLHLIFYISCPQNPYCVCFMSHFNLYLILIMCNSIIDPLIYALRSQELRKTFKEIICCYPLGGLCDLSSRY
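Material: U2OS-MC4R stable cell line | Reagent: Melanotan II challenge after compound preincubation | Doses: One concentration, 6.5 µM nominal | Incubation: 30-min compound preincubation, 1-h Melanotan II challenge, 1-h detection, room temperature | Signal: TR-FRET cAMP assay | Replicates: One well per compound, no replicates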
ABHD5 PLIN5 PPI: inhibitors of human ABHD5-perilipin-5 interaction; Q00G26+Q8WTS1; Split G. princeps luciferase complementation, luminescence, 4 h; inhibition, % at 4 µM; actives 0.78% (n = 360,000);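 active = inhibition above the mean inhibition across every tested compound plus 3 SD, cut at about 22% in these data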;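 also: 0% = DMSO only wells and the 100% control is not disclosed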
SRC2 inh: human SRC2 (NCOA2) inhibition; Q15596; HEK293 GAL4-SRC2 luciferase reporter, luminescence; inhibition, % at 9 µM; actives 0.17% (n = 370,000);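 active = inhibition above the mean inhibition of all tested compounds plus 3 SD, set per campaign, cut at about 52% in these data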;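 also: 0% = DMSO treated cells and 100% = cells given Gossypol at 36 µM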
TLR9-MyD88 block: inhibitors of human TLR9-MyD88 binding | CHO BLA complementation TLR9-MyD88, CCF4 FRET ratio | inhibition, % at 4.98 µM | actives 0.21% (n = 340,000) | AID 504734;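 active = inhibition above the mean over all tested compounds plus 3 SD, cut at about 21% in these data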;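 also: 0% = DMSO only wells and 100% = clavulanate BLA inhibitor control wells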
MC4R ag barr: human MC4R agonism via beta-arrestin; P32245; U2OS MC4R beta-arrestin complementation, luminescence; percent of melanotan II response, DMSO zero; activation, % at 8.9 µM; actives 0.98% (n = 360,000);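 active = activation above a per-plate cutoff, the mean activation of sample wells on that plate plus 3 SD, cut at about 8% in these data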
SRC1 inh: human NCOA1 inhibition; Q15788; HEK293 GAL4-SRC1 luciferase reporter, luminescence; inhibition, % at 3.6 µM; actives 0.12% (n = 360,000); AID 588354;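 active = inhibition above the campaign mean plus 3 SD, with each screening campaign given its own cutoff, cut at about 60% in these data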;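 also: 0% = DMSO treated cells and 100% = gossypol at 36 µM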
* marks the source's active call; other numbers are inactive results. Only part of the results is shown, so the mix of outcomes need not match the whole.

`CSCCC(NC(=O)c1ccccc1Br)C(=O)NCCCn1nc(C)cc1C` (configuration not stated) gave NOD2 RIPK2 PPI 6, LRH-1 inv ag 3, LMP1 NFkB inh -6, SRC3 inh 17, COUP-TFII inh -29, MC4R antag cAMP -1, ABHD5 PLIN5 PPI 9, SRC2 inh -11, TLR9-MyD88 block 11, MC4R ag barr -2.2 and SRC1 inh -2.
COc1ccc(C2=NC(=O)/C(=C\c3cc(OC)c(OC)c(OC)c3)O2)cc1 was read as NOD2 RIPK2 PPI -5, LRH-1 inv ag 6, LMP1 NFkB inh -7, SRC3 inh 14, COUP-TFII inh 24, MC4R antag cAMP 15, ABHD5 PLIN5 PPI 4, SRC2 inh -2, TLR9-MyD88 block -2, MC4R ag barr 1.4 and SRC1 inh -5.
Screening CCOc1ccc(NC(=S)NC(C)C(c2ccccc2)N2CCN(C)CC2)cc1 (configuration not stated) returned NOD2 RIPK2 PPI -4, LRH-1 inv ag 6, LMP1 NFkB inh 2, SRC3 inh -9, COUP-TFII inh -19, MC4R antag cAMP -8, ABHD5 PLIN5 PPI 3, SRC2 inh -3, TLR9-MyD88 block 0, MC4R ag barr -0.1 and SRC1 inh 1.
For Cc1ccc(C)c(CN2CCC(n3nccc3NC(=O)CCCc3ccccc3)CC2)c1 the results were NOD2 RIPK2 PPI 8, LRH-1 inv ag -8, LMP1 NFkB inh 5, SRC3 inh 15, COUP-TFII inh -8, MC4R antag cAMP 2, ABHD5 PLIN5 PPI -2, SRC2 inh 18, TLR9-MyD88 block 7, MC4R ag barr -1.5 and SRC1 inh -7.
CCc1ccccc1NC(=O)Cc1ccc(-n2cccc2)cc1 was read as NOD2 RIPK2 PPI 6, LRH-1 inv ag -14, LMP1 NFkB inh -4, SRC3 inh 11, COUP-TFII inh 15, MC4R antag cAMP 4, ABHD5 PLIN5 PPI 0, SRC2 inh 17, TLR9-MyD88 block 8, MC4R ag barr 1.2 and SRC1 inh -5.
`Cn1cc(CCCC(=O)NCc2ccc(F)cc2)c2ccccc21` gave NOD2 RIPK2 PPI 5, LRH-1 inv ag -21, LMP1 NFkB inh 5, SRC3 inh 0, COUP-TFII inh -4, MC4R antag cAMP -7, ABHD5 PLIN5 PPI 8, SRC2 inh 1, TLR9-MyD88 block -12, MC4R ag barr -2.0 and SRC1 inh 8.
`CCc1cccc(NC(=O)CCCn2nc(CC)n3c(cc4occc43)c2=O)c1` gave NOD2 RIPK2 PPI 7, LRH-1 inv ag 7, LMP1 NFkB inh 4, SRC3 inh 7, COUP-TFII inh 7, MC4R antag cAMP 14, ABHD5 PLIN5 PPI -4, SRC2 inh 2, TLR9-MyD88 block 1, MC4R ag barr -4.9 and SRC1 inh 3.
Screening CC(Sc1nc(-c2ccccc2)cc(C(F)(F)F)n1)C(=O)Nc1sc2c(c1C(N)=O)CCC2 (configuration not stated) returned NOD2 RIPK2 PPI -6, LRH-1 inv ag 3, LMP1 NFkB inh 1, SRC3 inh -9, COUP-TFII inh 0, MC4R antag cAMP 3, ABHD5 PLIN5 PPI 0, SRC2 inh -11, TLR9-MyD88 block -16, MC4R ag barr -1.7 and SRC1 inh -11.
`Cc1cccn2c(=O)nc(SCC(=O)c3ccccc3)nc12` gave NOD2 RIPK2 PPI 7, LRH-1 inv ag -23, LMP1 NFkB inh -7, SRC3 inh -3, COUP-TFII inh -33, MC4R antag cAMP 3, ABHD5 PLIN5 PPI 2, SRC2 inh -7, TLR9-MyD88 block -6, MC4R ag barr -1.4 and SRC1 inh -14.
`COc1ccccc1-n1cn[nH]c1=S` gave NOD2 RIPK2 PPI 0, LRH-1 inv ag 18, LMP1 NFkB inh 6, SRC3 inh 6, COUP-TFII inh -6, MC4R antag cAMP 1, ABHD5 PLIN5 PPI -7, SRC2 inh -22, TLR9-MyD88 block 2, MC4R ag barr -3.7 and SRC1 inh -2.
For S=C(Nc1cccc(Cl)c1)Nc1ccc2cn[nH]c2c1 the results were NOD2 RIPK2 PPI -6, LRH-1 inv ag -14, LMP1 NFkB inh 2, SRC3 inh -23, COUP-TFII inh 1, MC4R antag cAMP 5, ABHD5 PLIN5 PPI -7, SRC2 inh -31, TLR9-MyD88 block 2, MC4R ag barr 0.7 and SRC1 inh -44.
`COc1ccc2c(c1)cc(C(=O)N[C@@H](Cc1ccccc1)C(=O)N[C@@H](C)C(=O)O)n2C` gave NOD2 RIPK2 PPI -4, LRH-1 inv ag 14, LMP1 NFkB inh 0, SRC3 inh 15, COUP-TFII inh 2, MC4R antag cAMP -7, ABHD5 PLIN5 PPI -4, SRC2 inh -4, TLR9-MyD88 block -11, MC4R ag barr -0.9 and SRC1 inh 14.
Screening CC(NNC(=S)N1CCN(c2ccccn2)CC1)c1nccc2ccccc12 (configuration not stated) returned NOD2 RIPK2 PPI 3, LRH-1 inv ag 62, LMP1 NFkB inh 72*, SRC3 inh 51, COUP-TFII inh 27, MC4R antag cAMP -5, ABHD5 PLIN5 PPI 8, SRC2 inh 17, TLR9-MyD88 block 6, MC4R ag barr -2.2 and SRC1 inh 58.
Screening CC(=O)C1=C(O)C(=O)N(Cc2ccco2)C1c1cccc(F)c1 (configuration not stated) returned NOD2 RIPK2 PPI 8, LRH-1 inv ag -3, LMP1 NFkB inh 2, SRC3 inh 13, COUP-TFII inh 9, MC4R antag cAMP 14, ABHD5 PLIN5 PPI -1, SRC2 inh 4, TLR9-MyD88 block -1, MC4R ag barr -4.0 and SRC1 inh 4.
Screening Cc1cc(O)c(C(=O)Cc2csc(C)n2)c(O)c1 returned NOD2 RIPK2 PPI -5, LRH-1 inv ag -79, LMP1 NFkB inh -12, SRC3 inh -53, COUP-TFII inh -13, MC4R antag cAMP 3, ABHD5 PLIN5 PPI -6, SRC2 inh -33, TLR9-MyD88 block -1, MC4R ag barr -4.8 and SRC1 inh -63.
CC(NC(=O)CCn1nc(-c2ccc(Cl)cc2)ccc1=O)c1ccccc1 (configuration not stated) was read as NOD2 RIPK2 PPI 2, LRH-1 inv ag -1, LMP1 NFkB inh 6, SRC3 inh 15, COUP-TFII inh -23, MC4R antag cAMP 9, ABHD5 PLIN5 PPI -9, SRC2 inh -18, TLR9-MyD88 block 6, MC4R ag barr -0.6 and SRC1 inh 2.
Screening Cc1cc(OC(C)C(=O)N(Cc2cccs2)C2CCS(=O)(=O)C2)ccc1Cl (configuration not stated) returned NOD2 RIPK2 PPI 1, LRH-1 inv ag 8, LMP1 NFkB inh 3, SRC3 inh -10, COUP-TFII inh 9, MC4R antag cAMP 10, ABHD5 PLIN5 PPI 13, SRC2 inh -7, TLR9-MyD88 block 3, MC4R ag barr 0.3 and SRC1 inh 17.
Screening CCCCN1CCCCC1C(=O)Nc1c(C)cccc1C (configuration not stated) returned NOD2 RIPK2 PPI 16, LRH-1 inv ag -16, LMP1 NFkB inh -3, SRC3 inh -4, COUP-TFII inh 9, MC4R antag cAMP 16, ABHD5 PLIN5 PPI 6, SRC2 inh -21, TLR9-MyD88 block -1, MC4R ag barr -0.8 and SRC1 inh -1.
`Nc1nc(N)c2[nH]c(=S)[nH]c2n1` gave NOD2 RIPK2 PPI 4, LRH-1 inv ag 8, LMP1 NFkB inh -5, SRC3 inh 3, COUP-TFII inh -13, MC4R antag cAMP 0, ABHD5 PLIN5 PPI -9, SRC2 inh -15, TLR9-MyD88 block 0, MC4R ag barr -0.8 and SRC1 inh -7.
`CC1CCc2cc(F)ccc2N1C(=O)C1(C)CC1(Cl)Cl` (configuration not stated) gave NOD2 RIPK2 PPI -4, LRH-1 inv ag 5, LMP1 NFkB inh 0, SRC3 inh -3, COUP-TFII inh 18, MC4R antag cAMP -2, ABHD5 PLIN5 PPI 2, SRC2 inh -17, TLR9-MyD88 block 9, MC4R ag barr -0.3 and SRC1 inh -5.
Cc1ccc2c(c1)N(CC(=O)N1CCc3ccccc3C1)C(=O)CO2 was read as NOD2 RIPK2 PPI -7, LRH-1 inv ag -29, LMP1 NFkB inh 5, SRC3 inh -21, COUP-TFII inh 10, MC4R antag cAMP 21, ABHD5 PLIN5 PPI 1, SRC2 inh 11, TLR9-MyD88 block 1, MC4R ag barr -1.8 and SRC1 inh -7.
COC(=O)c1nc(-c2ccccc2)nc(-c2ccccc2)c1C(=O)OC was read as NOD2 RIPK2 PPI -11, LRH-1 inv ag -12, SRC3 inh 7, COUP-TFII inh 1, MC4R antag cAMP 5, ABHD5 PLIN5 PPI 5, SRC2 inh 6, MC4R ag barr 0.7 and SRC1 inh 13.
Screening CN(C)c1ccc(C(=O)C(O)c2ccccc2Cl)cc1 (configuration not stated) returned NOD2 RIPK2 PPI -10, LRH-1 inv ag 17, LMP1 NFkB inh 10, SRC3 inh 11, COUP-TFII inh 12, MC4R antag cAMP 6, ABHD5 PLIN5 PPI 8, SRC2 inh 14, TLR9-MyD88 block -2, MC4R ag barr 0.2 and SRC1 inh 9.
For CCCOc1cccc(C(=O)Nc2ccc(Br)cc2F)c1 the results were NOD2 RIPK2 PPI 1, LRH-1 inv ag -81, LMP1 NFkB inh -59, SRC3 inh -68, COUP-TFII inh -39, MC4R antag cAMP -11, ABHD5 PLIN5 PPI 2, SRC2 inh -47, TLR9-MyD88 block 6, MC4R ag barr 2.0 and SRC1 inh -96.
For O=C(Nc1ccc(Cc2ccc(NC(=O)N3CCOCC3)cc2)cc1)N1CCOCC1 the results were NOD2 RIPK2 PPI 0, LRH-1 inv ag -5, LMP1 NFkB inh 0, SRC3 inh 6, COUP-TFII inh -3, MC4R antag cAMP 3, ABHD5 PLIN5 PPI 2, SRC2 inh 10, TLR9-MyD88 block 1, MC4R ag barr 0.0 and SRC1 inh -11.
Screening Cc1cc(CN(C)C(=O)CC2C(=O)NCCN2Cc2ccc(F)c(F)c2)on1 (configuration not stated) returned NOD2 RIPK2 PPI 3, LRH-1 inv ag -13, LMP1 NFkB inh 7, SRC3 inh -3, COUP-TFII inh -20, MC4R antag cAMP 8, ABHD5 PLIN5 PPI -2, SRC2 inh 10, TLR9-MyD88 block 0, MC4R ag barr -0.7 and SRC1 inh -12.
CCn1c(N)cc(=O)[nH]c1=S was read as NOD2 RIPK2 PPI -6, LRH-1 inv ag -20, LMP1 NFkB inh -9, SRC3 inh -6, COUP-TFII inh -9, MC4R antag cAMP -3, ABHD5 PLIN5 PPI -5, SRC2 inh 17, TLR9-MyD88 block -88, MC4R ag barr -0.8 and SRC1 inh -8.
